IkB signaling = IkB pathway inhibition in ABC-DLBCL cells; ABC-DLBCL IkBa-CBG/CBR dual luciferase ratio, 4 h; response scale: scaled: untreated 0%, proteasome inhibitor 100%; Potency, µM (top dose mostly 57.1 µM), for the others: top-dose IkBa stabilization activation; 110,000 compounds, 0.04% hits; AID 445; active = well fitted curve in the direction sought with a large enough effect in the signal ratio, not every such curve was filed as active; inconclusive = small, poorly fitted or top-dose-only effect, or a change in a side signal; the % refers to the signal ratio;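 note: the direction sought is a rising ratio; 0% = basal untreated cells and 100% = reference inhibitor full response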
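Curves were fitted separately to fusion (green), unfused (red) and ratio luminescence, then classed by r2, magnitude and activity. Cells: OCI-Ly3, 4 h compound plus doxycycline at 37C; 10 uM MG-132 defined full response.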
p53ts 39C tox = cytotoxicity in p53ts cells at nonpermissive temperature; H1299-p53A138V viability at 39C, ATP luminescence, 24 h; Potency, µM (titrated, usually from 46.1 µM), for inactives: at the highest dose activity change, negative = cell killing, most hits filed as cytotoxic; 130,000 compounds, 1.5% hits; AID 902; note: nearly all actives have a fitted effect of over 55% in size
p53ts 32C tox = cytotoxicity in p53ts cells at permissive temperature | 130,000 compounds, 0.93% hits | Potency, µM (titrated, usually from 46.1 µM), for the others: top-dose activity change, negative = cytotoxicity, most hits filed as cytotoxic | H1299-p53A138V at 32C, ATP luminescence viability, 24 h;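 note: 0% = DMSO and -100% = full killing by reference compound; nearly all actives have a fitted effect of over 55% in size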
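ATP-content luminescence (ATPlite) read-out after 24 h compound exposure at 32C in H1299-p53A138V cells (600/well). Tested up to 46 uM. Normalized to DMSO (0%) and 100 uM tamoxifen (100% killing); Hill-fit AC50.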
Peg3 imprint = inducers of genomic imprint erasure in mouse ES cells. Potency, µM (titrated, usually from 60.7 µM), inactives show top-dose activity change, positive = activation, actives largely listed as activators. mouse ES Peg3-LacZ reporter, beta-gal luminescence, 40 h. 110,000 compounds, 0.02% hits. AID 1948;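 note: 0% = negative control wells on the plate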
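Each well holds 300 Peg3LacZ-Neo (maternal) female ES cells incubated 40 h at 37C, 5% CO2. LacZ is measured by BetaGlo luminescence, with AC50 and maximum efficacy derived from dose-response curves.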
* hit, by the source's call; ? = inconclusive; · = not tested or not shown; & = joins results of further samples; [ ] = dose if it differs, or a comment. Unless noted, calls come from the whole dose curve; as a rule, active = well fitted curve in the direction sought with a large enough effect; inconclusive = small, poorly fitted or top-dose-only effect, or another doubt; inactive = no such curve, though single readings can be large; an effect the other way counts as inactive or inconclusive. Unless noted, % is set by controls: 0 for no effect and ±100 for the full control effect; potency is the fitted concentration of half-maximal effect.

SMILES	IkB signaling	p53ts 39C tox	p53ts 32C tox	Peg3 imprint
Cc1ccc(C2C(C#N)=C(N)Oc3n[nH]c(-c4cccs4)c32)s1 (stereo not drawn)	10.7%	-3.2%	2.6%	-5.4%
CCNC(=O)c1ccc(NC(=O)N2CCCCc3ccccc32)cc1	-0.5%	8.9%	6.9%	10.6%[10.9 µM]
Cc1ccc(Nc2nc(=O)c3cccnc3s2)cc1	-2.0%	-8.4%	-20.4%	-45.7%[inhibitor]
COc1ccccc1CN1CC[C@@]2(CCCN(C(=O)c3cnccn3)C2)C1	3.3%[11.4 µM]	-1.6%	-2.3%	·
CCc1ccc(-n2c(=O)c3ccc(C(=O)NCCc4ccccc4)cc3n(Cc3ccccc3C#N)c2=O)cc1	-2.4%	-1.7%	5.4%	3.6%[10.9 µM]
CCc1ccc(NC(=O)CSC2=Nc3ccccc3C3=NC(CC(=O)NCc4cccs4)C(=O)N23)cc1 (stereo not drawn)	-1.6%	-29.9%	-5.7%	-8.7%[10.9 µM]
COCCNc1nc(-c2c(C)noc2C)nc2ccccc12	5.4%[11.4 µM]	-3.9%	0.7%	-14.7%
COc1ccc(N(C(=O)COc2c(C)cccc2C)S(=O)(=O)c2ccc(Cl)cc2)cc1	?	-13.6%	-0.6%	-5.9%[10.9 µM]
CC(C)(CCc1nc2ccccc2[nH]1)C(=O)O	-1.3%[11.4 µM]	1.5%[9.22 µM]	-0.3%[9.22 µM]	-3.2%[10.9 µM]
CN1CCN(CC#CCC(O)(c2ccccc2)C2CCCC2)CC1 (stereo not drawn)	1.1%	13.1%	7.1%	·
CN1CCc2cc(Cl)c(O)cc2[C@@H](c2ccccc2)C1	?	-22.6%	-13.1%	-14.1%
COc1ccc(N2CCN(CCCNC(=O)C3COc4ccccc4C3)CC2)cc1 (stereo not drawn)	-0.3%	-10.2%	6.2%	?
CCOc1ccc(C(=O)N2CCC(C(=O)c3ccc4c(c3)OCCO4)CC2)cc1	4.2%	-18.8%	-16.0%	-7.2%
CC(=O)CSc1nc(-c2ccccc2)[nH]c1S(=O)(=O)c1ccc(C)cc1	?	7.7%	5.1%	-1.5%[10.9 µM]
CCCCCCNS(=O)(=O)c1ccc(OC)c(OC)c1	0.8%	-7.9%	6.1%	-19.6%

Sorted by number of heavy atoms (ascending): 3 of the compounds above
SMILES	IkB signaling	p53ts 39C tox	p53ts 32C tox	Peg3 imprint
CN1CCc2cc(Cl)c(O)cc2[C@@H](c2ccccc2)C1	?	-22.6%	-13.1%	-14.1%
CC(=O)CSc1nc(-c2ccccc2)[nH]c1S(=O)(=O)c1ccc(C)cc1	?	7.7%	5.1%	-1.5%[10.9 µM]
CCc1ccc(-n2c(=O)c3ccc(C(=O)NCCc4ccccc4)cc3n(Cc3ccccc3C#N)c2=O)cc1	-2.4%	-1.7%	5.4%	3.6%[10.9 µM]

Next part
SMILES	IkB signaling	p53ts 39C tox	p53ts 32C tox	Peg3 imprint
O=C(Nc1nnc(-c2ccccn2)o1)c1ccc(Br)cc1	·	-4.4%	-10.3%	·
COc1cccc(OCC(O)CN2C(C)CCCC2C)c1 (stereo not drawn)	0.7%	12.7%	-7.5%	-9.2%
COc1cc(/C=N/NC(=O)C(C)Nc2n[nH]c(=O)[nH]c2=O)ccc1O (stereo not drawn)	·	2.1%	-10.4%	·
COc1cc2c(cc1OC)C(c1cc3cc(OC)c(OC)cc3[nH]c1=O)N(C(=O)C1CC1)CC2 (stereo not drawn)	0.1%	0.6%	1.8%	6.0%
CCOCCCNC(=O)C1CCN(S(=O)(=O)c2c(C)noc2/C=C\c2ccc(OC)cc2)CC1	-0.3%	-13.0%	-6.2%	-9.7%
CCC1CCCCN1CCCNC(=O)c1ccc2c(c1)N(Cc1ccccc1F)C(=O)c1ccccc1S2(=O)=O (stereo not drawn)	-0.2%	?	2.9%	-22.3%[10.9 µM]
O=C(C1CC1)N1CCc2cc(Br)cc(S(=O)(=O)N3CCN(c4ccccc4F)CC3)c21	3.3%	16.9%	-5.4%	-4.4%[10.9 µM]
O=C(O)c1ccccc1S(=O)(=O)c1ccccc1CO	0.6%	-12.0%	8.9%	0.2%
CN(C)CCNC(=O)C(C(=O)c1ccc(F)cc1)n1ccccc1=O (stereo not drawn)	2.6%	0.1%	1.3%	-11.9%
CN(C)c1ccc(/C=C(\C#N)c2nc(-c3ccc(Cl)c(Cl)c3)cs2)cc1	-4.1%	31.9%[activator]	12.3%	-6.1%[10.9 µM]
CCOC(=O)c1[nH]c(C)c(C(=O)c2cc(F)ccc2F)c1C	0.1%	0.1%	5.3%	-32.6%[inhibitor]
CCCCN(C)CC(O)Cn1cc(/C=C/C(=O)c2ccc(C)cc2)c2ccccc21 (stereo not drawn)	?	15.8µM*	?	-10.8%[10.9 µM]
CC(C)(C)c1ccc(S(=O)(=O)N2CCN(CCC#N)CC2)cc1	-0.8%	12.5%	2.9%	-5.7%
CC(C)NC(=O)CN1CCC(O)(c2ccccc2)CC1	3.7%	-1.0%	-12.5%	-1.2%
COc1cccc(N2CCN(C(=O)C3CCCN(S(=O)(=O)c4ccc5c(c4)oc(=O)n5C)C3)CC2)c1 (stereo not drawn)	?	-13.7%	-4.9%	-17.7%[10.9 µM]
O=C(c1cccs1)N(C(=O)c1cccs1)c1ccccn1	?	-21.6%	-15.0%	-73.7%[inhibitor]
COc1ccc(OC)c(NC(=O)CC2C(=O)NCCN2C(=O)C(F)(F)F)c1 (stereo not drawn)	-0.8%	33.7%[activator]	23.3%	-10.5%[10.9 µM]
CN(C(=O)c1cc(-c2ccccc2O)on1)c1ccccc1	?	-10.5%	-7.9%	-7.1%[10.9 µM]
COc1ccccc1CN1CC[C@@]2(CCCN(C(=O)c3c(C)noc3C)C2)C1	0.2%[11.4 µM]	-2.3%	-1.3%	·
CCCCn1c(=O)n(C)c(=O)c2c(C(F)(F)F)cc(-c3ccncc3)nc21	1.6%	20.3%	5.1%	0.6%
O=C(Cn1c(SCCOc2ccccc2Cl)nc2ccccc21)N1CCOCC1	0.8%	4.5%	4.2%	12.3%[10.9 µM]
CN(C)C=O	-2.5%&0.1%	-15.2%&0.2%	2.2%&-4.1%[1.84 µM]	2.3%&4.9%
Cc1ccc2c(c1)c(=O)c1ccccc1n2CCCC(=O)Nc1cc(Cl)ccc1C	?	36.9%[activator]	-5.8%	-18.8%[10.9 µM]
Cc1ccc(C)c(CN2C(=O)C3(OCCCO3)c3ccccc32)c1	1.3%	4.8%	1.8%	-8.3%
CCS(=O)(=O)n1nc(-c2ccccc2)cc1N	8.7%	-6.0%	-0.7%	-7.6%
CC(C)CCOc1ccc(C2=NNC(=O)CC2)cc1	·	21.1%	13.6%	·
Cc1cc(C)n2nc(CNC(=O)c3cccc(Cl)c3)nc2n1	0.9%	8.8%	-2.0%	20.6%[10.9 µM]
O=C(Nc1ccc(C(F)(F)F)cc1)N1CCC(N2CCCCC2)CC1	-1.6%	-18.9%	0.4%	-8.4%[10.9 µM]
CSc1ncc(Cl)c(C(=O)Nc2c(C(=O)c3ccc(Cl)cc3)oc3ccccc23)n1	0.6%	1.8%	3.6%	-3.0%[10.9 µM]
COc1cccc(NC(=O)CN2C(=O)C(c3ccc(C)cc3)=NC23CCCCCC3)c1	·	-10.1%	-3.2%	·
O=C(CCS(=O)(=O)c1ccccc1)N(Cc1cccnc1)c1nc2ccc(F)cc2s1	-8.3%	?	2.6%	-39.5%[inhibitor][10.9 µM]
CCN(CC)c1ccc(NC(=O)c2cnc3ccccn3c2=O)c(C)c1	·	-5.9%	-11.7%	·
OC(COc1ccc(Cl)c2ccccc12)CN1CCN(c2ccccn2)CC1 (stereo not drawn)	?	15.8µM*	?	6.7%
N#Cc1nc(-c2ccc(OCc3ccccc3)cc2)oc1NCCCn1ccnc1	?	-6.9%	-0.4%	-4.4%
CCOc1cccc(OCCOCCN2CCCC2)c1	-1.4%	7.3%	-5.1%	-20.8%
COC(=O)C1CCN(C(=O)CSc2nnc(-c3ccncc3)o2)CC1	3.0%	-2.9%	-0.2%	8.9%
Cc1c(NC(=O)OCCSc2nc(N(C)C)nc(N(C)C)n2)sc(=S)n1C	0.8%	-18.0%	-23.1%	-14.9%
COCCN(CCOC)S(=O)(=O)c1ccc(C(=O)Nc2nc(-c3ccncc3)cs2)cc1	?	2.3%	-3.3%	-14.2%
O=C(CN1C(=O)C2(SCC(=O)N2c2ccccc2)c2ccccc21)Nc1ccccc1C(F)(F)F (stereo not drawn)	?	-18.1%	5.3%	26.6%[10.9 µM]
Cn1c(=O)c(=O)n(C)c2cc(NC(=O)c3ccccc3Br)ccc21	?	-18.6%	1.5%	2.4%[10.9 µM]
Cc1ccc(NC(=O)Cn2nnc(C(=O)NCc3ccc4c(c3)OCO4)c2N)cc1Cl	-0.7%	0.9%	-0.7%	10.4%[10.9 µM]
COc1c(Cl)cc(C(=O)N(Cc2ccccc2F)C2CCS(=O)(=O)C2)cc1Cl (stereo not drawn)	-3.1%	25.8%	0.2%	-6.2%[10.9 µM]
CSc1nnc(-c2ccco2)n1-c1ccccc1	-0.3%	4.3%	6.1%	-11.2%
Cn1nc(-c2ccc(OCC(=O)Nc3ccc(Cl)cc3)cc2)c2ccccc2c1=O	20.9%	?	?	-19.0%[10.9 µM]
COC1CC(O[C@H]2/C(C)=C/CC3CC(C[C@]4(CCC(C)C(C5CCCCC5)O4)O3)OC(=O)[C@H]3C=C(C)/C(=N/O)C4OC/C(=C\C=C\[C@@H]2C)[C@@]43O)OC(C)C1O (stereo partly drawn)	·	8.0%	13.9%	-6.1%

An excerpt from above in order of the Peg3 imprint value, falling:
molecule	Peg3 imprint
CC(C)NC(=O)CN1CCC(O)(c2ccccc2)CC1	-1.2%
Cc1ccc(C)c(CN2C(=O)C3(OCCCO3)c3ccccc32)c1	-8.3%
COCCNc1nc(-c2c(C)noc2C)nc2ccccc12	-14.7%

(cont.)
SMILES	IkB signaling	p53ts 39C tox	p53ts 32C tox	Peg3 imprint
COc1ccc(N2CCN(S(=O)(=O)CCNC(=O)Cc3ccc(OC)c(OC)c3)CC2)cc1	-2.0%	16.9%	-8.2%	-9.3%[10.9 µM]
CCCNS(=O)(=O)c1ccc2c(c1)CCCN2C(C)=O	1.1%	-9.5%	-16.1%	-2.2%
CC(C)Sc1nc2c(c(=O)n(C)c(=O)n2C)n1Cc1ccc(Cl)cc1	6.7%	6.6%	0.1%	7.9%
C=CCSC1=C(C#N)C(c2ccccc2)CC(=O)N1 (stereo not drawn)	-0.3%	-9.0%	-2.1%	6.2%
CC(=O)OCC1OC(C#Cc2ccc(F)cc2F)C=CC1OC(C)=O (stereo not drawn)	·	?	-5.7%[9.22 µM]	·
CCc1ccc(C2C(C#N)=C(N)C(C#N)(C#N)C3=CCC(C(C)(C)C)CC32)cc1 (stereo not drawn)	·	-13.8%	?	·
CCOC(=O)c1cnc2ccc(C(=O)OC)cc2c1Nc1ccc(OCc2ccccc2Cl)cc1	?	0.3%	9.1%	-4.8%[10.9 µM]
COc1ccccc1CCn1c(=O)c(C)nc2cncnc21	0.4%[11.4 µM]	-2.6%	-0.8%	·
Cc1c(C(=O)O)cnc2cc(-c3ccc(Cl)cc3)nn12	?	?	10µM*	-79.9%[inhibitor]
COCCn1c(=O)c(-c2cn(C)c3ccccc23)nc2cnc(Oc3ccc(OC)cc3)nc21	2.2%[11.4 µM]	4.0%	-3.9%	·
Cc1nc(NC(=O)CSc2nnnn2C)sc1C	·	-0.6%	1.3%	·
COc1ccc(CCCc2nnc(SCC(=O)Nc3ccc(C)c(C)c3)o2)cc1	?	-5.3%	-4.1%	-5.5%[10.9 µM]
CC1=C(C(=O)OCC2CCCCC2)C(c2cccc(Cl)c2Cl)CC(=O)N1 (stereo not drawn)	1.4%	-10.9%	11.6%	-7.5%[10.9 µM]
Cc1ccc(-c2csc3ncnc(Sc4nnc(CN5CCCCCC5=O)o4)c23)cc1	?	?	25.1µM*	-32.4%[inhibitor]
CCc1nc2c(cnn2-c2ccc(Cl)cc2)c(=O)n1-c1ccc2c(c1)OCCO2	-0.3%	3.0%	-17.6%	1.5%
CCOc1ccc(CNCc2c(C(=O)O)c(C)n(Cc3cccc(OC)c3)c2C)cc1OC	-0.3%	2.0%	7.0%	-10.9%[10.9 µM]
CC1CCN(c2ccccc2N)CC1	7.0%	5.3%	-0.3%	-3.8%

Source: PubChem BioAssay
